# Screening results from PubChem.
# HER2 expr 66K: inhibitors of human Her2 kinase expression; AID 645; HER2 level % of control, % at 10 µM; 65,000 tested, 0.69% active; P04626; SKBR-3 HER2 protein level, AlphaScreen, 18-24 h; active compounds read low;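 active = HER2 level under 5% of the carrier-only control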;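 note: 100% = DMSO carrier and 0% = 500 nM PU-H71 HSP90 inhibitor; lower value means stronger loss of Her2 protein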
# Cdc25B inh: human M-phase inducer phosphatase 2 inhibition. recombinant Cdc25B, OMFP fluorescence Ex485/Em525. 65,000 tested, 0.1% active. AID 368. inhibition, %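 (compounds tested at 10 µM final in the well)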. P30305; in the data active = inhibition above about 50%
# Target sequence (P30305 whole entry, looked up): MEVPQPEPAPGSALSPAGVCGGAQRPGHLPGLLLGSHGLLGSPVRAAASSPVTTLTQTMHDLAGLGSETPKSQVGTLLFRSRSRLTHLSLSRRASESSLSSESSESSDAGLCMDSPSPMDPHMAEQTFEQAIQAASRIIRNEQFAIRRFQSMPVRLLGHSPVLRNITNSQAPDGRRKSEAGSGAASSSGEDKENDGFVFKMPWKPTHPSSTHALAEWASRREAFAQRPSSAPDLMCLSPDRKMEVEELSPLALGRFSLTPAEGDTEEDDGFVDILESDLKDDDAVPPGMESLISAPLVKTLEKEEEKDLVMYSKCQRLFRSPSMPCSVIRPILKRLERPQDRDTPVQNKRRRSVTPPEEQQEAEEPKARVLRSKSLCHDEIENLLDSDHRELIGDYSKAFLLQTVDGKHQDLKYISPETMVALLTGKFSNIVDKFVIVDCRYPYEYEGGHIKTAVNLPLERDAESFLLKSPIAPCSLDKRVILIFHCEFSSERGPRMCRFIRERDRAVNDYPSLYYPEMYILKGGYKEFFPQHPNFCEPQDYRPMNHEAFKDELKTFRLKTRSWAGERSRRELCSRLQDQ
# Hsp90 block: displaces geldanamycin probe from tumor Hsp90; P07900; NCI-N417 lysate Hsp90, Cy3B-geldanamycin FP displacement; inhibition, % at 30 µM; 64,000 tested, 0.35% active; AID 429;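 active = inhibition above 50%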;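 note: 0% = tracer plus lysate wells and 100% = tracer alone without lysate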
# TNAP act mid DEA: human TNAP activation, intermediate phosphate acceptor. P05186. purified TNAP, CDP-star luminescence, 100 mM DEA, 30 min; active compounds read high; scale: 0 levamisole-inhibited, 1 vehicle-only enzyme. activation factor at 20 µM. 64,000 tested, under 10 active. AID 813;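 active = activation factor of at least 2 at 20 µM, relative to controls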
# SF-1 act: activates the human nuclear receptor SF-1; CHO-K1 Gal4-SF-1 LBD luciferase reporter; % increase over DMSO SF-1-specific signal; Q13285; AID 522; 65,000 tested, 1.9% active; activation, % at 10 µM;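 active = activation above the mean activation of all tested compounds plus 3 SD, cut at about 50% in these data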
#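 Material: Transient Gal4-SF-1 LBD reporter, CHO-K1 | Input: 4,000 cells/well | Dosing: One dose, 10 µM compound, 1% DMSO | Incubation: 20 h compound treatment, 37 °C | Detection: SteadyLite luciferase luminescence | Evaluation: Percent activation relative to DMSO median and mock-transfected background | Benchmarks: DMSO-treated SF-1-transfected cells as negative, DMSO-treated mock-transfected cells lacking SF-1 as background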
# DUSP1 inh: blocks human MKP-1 phosphatase activity | P28562 | recombinant MKP-1, OMFP hydrolysis fluorescence | inhibition, %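 (compounds tested at a single concentration somewhere between 10 and 100 µM)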 | 65,000 tested, 0.15% active | AID 374;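 active = inhibition above about 50%, limit read from the data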;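 note: 0% = DMSO max control wells and 100% = wells with enzyme stopped by NaOH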
# D1 allo mod: D1 dopamine receptor (human) allosteric modulation | B-score at 10 µM | 58,000 tested, 5.9% active | P21728 | HEK293 D1, CRE-luciferase, dopamine EC30 potentiation; actives deviate in either direction;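 active = luminescence count or its row- and column-corrected plate score outside the 99.7% band of the plate's sample wells, on either side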
# Target sequence (P21728 whole entry, looked up): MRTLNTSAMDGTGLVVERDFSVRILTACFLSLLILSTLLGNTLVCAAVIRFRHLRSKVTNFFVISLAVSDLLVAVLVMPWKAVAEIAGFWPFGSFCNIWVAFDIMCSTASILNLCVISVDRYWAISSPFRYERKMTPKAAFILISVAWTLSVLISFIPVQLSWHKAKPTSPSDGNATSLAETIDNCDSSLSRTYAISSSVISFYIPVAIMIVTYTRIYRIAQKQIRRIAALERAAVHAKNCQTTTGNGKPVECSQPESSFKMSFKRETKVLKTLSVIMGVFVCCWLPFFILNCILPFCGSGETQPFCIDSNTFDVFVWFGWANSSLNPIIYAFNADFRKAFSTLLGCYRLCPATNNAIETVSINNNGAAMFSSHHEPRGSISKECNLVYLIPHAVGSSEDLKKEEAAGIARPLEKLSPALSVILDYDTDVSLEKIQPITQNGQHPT
# FXIIa mix inh: inhibitors of human coagulation factor XIIa, pooled mixtures | P00748 | purified FXIIa, fluorogenic substrate | inhibition, % at 5 µM | 62,000 tested, 0.2% active | AID 684; in the data active = inhibition above about 20%, passing the limit was not always enough;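 note: 0% = enzyme without compound and 100% = no enzyme blank; some results filed as inactive read as strong as hits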
# RORa activator: activates the human nuclear receptor RORA. CHO-K1 Gal4-RORA LBD luciferase reporter, luminescence; percent increase over mock-subtracted basal signal. activation, % at 10 µM. 65,000 tested, 1.5% active;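 active = activation above the mean of all tested compounds plus 3 SD, cut at about 49% in these data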;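 note: 0% = DMSO-treated RORA cells and 100% = added signal equal to DMSO minus mock-transfected cells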
# Active calls of the source: *; / = not tested or not shown.
structure	Cdc25B inh	RORa activator	D1 allo mod	SF-1 act	FXIIa mix inh	HER2 expr 66K	TNAP act mid DEA	Hsp90 block	DUSP1 inh
COc1ccc(F)cc1S(=O)(=O)N1CCN(Cc2ccc3c(c2)OCO3)CC1	-1	16	1.2	-4	2	79	0.9	0	5
COc1ccc2[nH]c(=O)c(CN(C(=O)C3CCCO3)c3ccc(C)cc3)cc2c1 (configuration not stated)	5	-4	0.66	0	8	90	0.9	0	-13
c1ccc(Oc2cccc(NC3=NCCC3)c2)cc1	-13	5	0.41	6	7	95	0.9	-4	-1
CCn1cc(C(=O)NCc2ccccc2OC)c(=O)c2ccc(C)nc21	6	-11	0.038	-2	3	75	1	-1	-5
COc1ccc(S(=O)(=O)N2CCC(C(=O)N3CCN(c4ccccc4OC)CC3)CC2)cc1	-22	6	0.096	-3	-5	96	1	/	18
CC(=O)N(C)c1nc(-c2ccc(Cl)cc2)cs1	-5	16	-0.25	29	-2	112	0.9	-7	-2
Cc1cccc(-n2ncc3c(Nc4ccc(F)cc4)ncnc32)c1	1	64*	/	74*	2	119	1.1	3	9
Fc1ccc(-c2nnc3sc(C4COc5ccccc5O4)nn23)cc1 (configuration not stated)	10	-14	1.1	6	1	68	0.9	-3	8
COc1ccc(S(=O)(=O)N2CCCCC2)cc1Br	-3	-9	-1.6	-9	-2	92	0.9	-4	3
c1ccc(-c2nnc3sc(CN4CCC5(CC4)OCCO5)cn23)cc1	-6	-6	0.5	1	3	75	0.9	-1	7
O=C(NCc1ccco1)C(Cc1ccccc1)N1C(=O)c2ccccc2C1=O (configuration not stated)	-4	-1	0.34	4	4	-20*	0.9	0	16
CCCCCc1nnc(NC(=O)CS(=O)(=O)Cc2ccccc2)s1	-2	10	-0.079	8	5	138	0.9	-12	-4
Cc1nc2ccccc2c2oc(C(=O)NCC3COc4ccccc4O3)cc12 (configuration not stated)	3	-11	-3.5*	-16	5	76	0.9	-1	24
COC(=O)C1CCN(C(=O)Cc2ccc(OC)c(OC)c2)CC1	1	-23	1.5	-3	2	94	0.9	-1	3
C=CCOc1ccccc1/C=c1\sc2nc(=O)c(C)nn2c1=O	-6	-14	-0.8	5	6	54	0.8	-12	19
Cn1c(CSCc2ccc(Cl)c(Cl)c2)nnc1SCC(=O)Nc1nccs1	-5	18	0.015	2	6	47	0.8	-6	-1
CCn1c(CSc2nc3ccccc3[nH]2)n[nH]c1=S	-18	-8	/	-11	-15	96	1	-5	-2
COC(=O)c1c(=O)n(O)c2ccc(OC)cc2[n+]1[O-]	-10	-3	-0.018	-2	1	111	0.8	3	-21
CCOc1cc(CN2CCSCC2)ccc1O	-7	-9	-0.72	-6	-16	130	0.8	-3	-4
Cc1ccc(-c2nc(CSCC(=O)NCCCN3CCOCC3)c(C)o2)cc1	-13	-27	-0.54	-19	/	97	/	-4	16
Cc1nnc(SCC(=O)N2CCN(S(=O)(=O)c3ccccc3)CC2)[nH]c1=O	-18	5	0.021	4	7	78	0.8	1	5
Cc1ccc(N)c(C(=O)CCCCC(=O)O)c1	7	13	0.5	19	3	87	1	-2	22
Cc1ccc(C)c(NC(=O)C(Sc2nncn2C)c2ccccc2)c1 (configuration not stated)	-8	-15	-0.97	18	9	117	0.9	-3	6
O=C(NCc1ccco1)c1csc(Nc2ccccc2Cl)n1	-19	-1	1.3	-7	2	102	0.9	-1	-14
COc1ccc(C(=O)Cn2nnc(-c3ccccc3-n3cnnn3)n2)cc1	5	-4	-0.59	1	33	103	0.9	0	-33
CCn1c(SCc2ccccc2)nnc1-c1cccs1	-3	0	/	-10	0	123	1.1	-2	21
CN(C)/C=C(\C#N)c1nc2ccccc2[nH]1	5	3	1.2	1	-1	98	0.9	-4	-12
CCOc1ccc(NS(=O)(=O)c2ccc3[nH]cc(C(=O)N(CC)CC)c(=O)c3c2)cc1	14	-16	-0.16	-9	-15	76	0.9	-4	3
O=C(OCn1nnc2ccccc2c1=O)c1cccs1	-6	-12	/	-3	-5	104	0.9	-2	8
Cc1ccc(CSc2nnc(-c3ccc(S(=O)(=O)N4CCCC4)cc3)o2)cc1	0	-9	0.23	-10	4	33	0.9	4	-12
O=C(NCCCN1CCCC1=O)c1ccccc1NS(=O)(=O)c1ccc(F)cc1	-6	-8	0.14	4	10	261	1	/	2
CCOC(=O)c1c(CN2CCCCC2)oc2ccc(O)cc12	4	32	-1.1	9	10	99	1	-4	-3
COc1ccc(C(=O)CSc2nnc(-c3cc(C)cc(C)c3)o2)cc1	-13	-5	-1.7	-6	4	138	0.9	-1	14
CC(=O)Nc1ccc2c(c1)nc(CCNC(=O)c1ccccc1)n2C	4	10	-0.15	-3	7	77	1	0	-8
CCCCn1c(/N=C/c2cc(OC)ccc2O)nc2ccccc21	1	6	-0.81	5	12	78	1	3	-9
CCn1cc2c(c1-c1cccc(C)c1)c(=O)n(C)c(=O)n2C	-3	12	/	-8	10	99	0.9	1	-27
COc1ccc(-n2nnc3c(SCC(=O)OCc4ccccc4)ncnc32)cc1	-7	-8	-1.1	-2	3	105	0.9	-1	1
COc1cccc2c(=O)cc(C)n(CC(=O)Nc3ccc(C)c(C)c3)c12	9	-4	-2.2	-12	3	119	0.9	-2	22
COc1ccc(CCNC(=O)CSc2nc(O)c(CC(C)C)c(=O)[nH]2)cc1OC	-7	-2	-2.6	5	3	87	0.9	-5	9
Nc1nc2ccccc2n1CCOc1ccccc1Cl	-10	-12	0.73	-15	-3	71	1	0	-14
CC(=O)c1c(C)[nH]c(C(=O)Nc2ccc3c(c2)OCCO3)c1C	6	9	-2.7*	61*	5	100	0.9	-2	-3
CCSc1nnc(NC(=O)c2csc3c2CCCC3)s1	-8	-23	0.15	-12	30	49	0.9	2	15
CC(NC(N)=O)C12CC3CC(CC(C3)C1)C2 (configuration not stated)	-3	-10	1.6	-8	-2	137	0.9	2	4
CC(C)C(c1nnnn1Cc1ccc2c(c1)OCO2)N1CCN(c2ccccc2)CC1 (configuration not stated)	-20	-15	-0.24	2	2	95	0.8	1	-6
Cc1ccc(-c2cccc(NC(=O)C3C(C(=O)O)[C@@H]4C=C[C@H]3C4)c2)o1 (some centres not stated)	-11	-11	0.065	-4	9	96	0.8	-5	-11

# Compound profiles, from the list above.
# `CC(=O)Nc1ccc2c(c1)nc(CCNC(=O)c1ccccc1)n2C` reads Cdc25B inh: 4; RORa activator: 10; D1 allo mod: -0.15; SF-1 act: -3; FXIIa mix inh: 7; HER2 expr 66K: 77; TNAP act mid DEA: 1; Hsp90 block: 0; DUSP1 inh: -8
# `COc1cccc2c(=O)cc(C)n(CC(=O)Nc3ccc(C)c(C)c3)c12` reads Cdc25B inh: 9; RORa activator: -4; D1 allo mod: -2.2; SF-1 act: -12; FXIIa mix inh: 3; HER2 expr 66K: 119; TNAP act mid DEA: 0.9; Hsp90 block: -2; DUSP1 inh: 22

# (listing goes on)
structure	Cdc25B inh	RORa activator	D1 allo mod	SF-1 act	FXIIa mix inh	HER2 expr 66K	TNAP act mid DEA	Hsp90 block	DUSP1 inh
CCCc1c(C)c2ccc(OCC(C)=O)cc2oc1=O	21	11	/	21	3	119	0.9	-2	0
COc1cccc(/C=N/n2c(C)nc3ccccc32)c1OC	1	-9	0.93	-2	-6	108	0.9	-4	-7
CCOC(=O)NCc1ccc(CNC(=O)OCC)cc1	-3	2	-0.04	0	-11	102	1	-3	0
NC(=O)NC(Cc1ccccc1)c1ccccc1 (configuration not stated)	1	-1	/	14	2	101	0.9	-1	8
COc1ccc(OC)c(NC(=O)c2nnn(Cc3ccccc3C)c2N)c1	-13	6	1.1	22	1	102	1	-5	7
COc1ccc(-c2noc(CN(C)S(=O)(=O)c3ccccc3)n2)cc1OC	-11	-16	1.8	8	-3	76	0.8	1	-2
COc1ccccc1NCN1C(=O)CCC1=O	-1	-6	-1.3	-17	-3	15	0.9	-1	-3
O=C(O)c1cccc(CSc2nnc(COc3ccccc3)o2)c1	-3	-39	-0.41	-5	9	100	1	3	-8
COc1ccccc1-c1ccc(=O)n(CC(=O)Nc2ccc(C(=O)N3CCCC3)cc2)n1	-1	-12	/	5	5	87	1	-3	7
O=C(Nc1nc2n(n1)C(c1ccc(Cl)cc1)CC(c1ccc(Cl)cc1)N2)c1ccco1 (configuration not stated)	8	19	-0.7	5	-1	74	1	2	11
CC1(C)Cc2ccccc2C(Nn2cnnc2)=N1	4	15	-0.98	-2	5	71	0.9	-2	14
CS(=O)(=O)N(Cc1ccc(F)cc1)Cc1nc2ccccc2c(=O)[nH]1	1	-17	0.82	-11	-12	78	0.9	-4	11
CCOC(=O)c1cc(-c2ccc(F)cc2)n(CC(=O)Nc2nccs2)c1C	-13	-3	-0.35	-2	16	79	0.9	-5	10
COC(=O)c1ccccc1NC(=O)C1CCCN(S(=O)(=O)c2ccc(OC)cc2)C1 (configuration not stated)	-15	8	-0.69	10	4	73	0.9	0	13
Cc1ccc(F)c(NC=C2C(=O)OC(C)(C)OC2=O)c1	-4	-22	1.2	2	4	117	0.9	-1	3
CCOC(=O)N1CCC(Nc2c(Nc3ccc(C)c(C)c3)c(=O)c2=O)CC1	-3	2	-0.35	-6	3	97	1	-12	0
C=CCN=C(CC)C1=C(O)CCCC1=O	0	3	-0.25	-6	0	75	0.9	-3	-1
COCCn1c(=S)[nH]c2cc(C(=O)NCCCN3CCOCC3)ccc2c1=O	-18	-6	-0.15	0	1	104	0.9	0	-4
COc1cccc(N2CCN(Cc3nc4ccccc4c(=O)[nH]3)CC2)c1	-1	3	-0.016	-10	1	104	1	-5	-7
COCCn1cnc2cc(C)c(C)cc21	1	-20	-0.062	19	2	95	0.9	-2	-2
Fc1ccc(CNc2nc(-c3ccco3)cc(C(F)(F)F)n2)cc1	-1	-12	/	-6	-2	68	0.8	/	11
O=S(=O)(O)c1nc2ccccc2n1Cc1ccc(Cl)cc1	1	17	/	-12	4	80	0.9	1	29
COc1ccccc1N1C(=O)N(C(C)=O)C2C1Nc1ccccc1N2C (configuration not stated)	-6	-12	/	-7	-7	95	0.9	24	12
N#CC1=C(SCc2ccccc2)NC(=O)CC1c1ccco1 (configuration not stated)	1	-12	0.15	8	0	107	0.8	-9	1
Cc1ccc(-c2cn3cccnc3n2)cc1NC(=O)c1ccc(Br)o1	-7	-25	-0.59	-11	-15	109	0.9	-1	12
CCOC(=O)N1CCN(C(=O)CN(c2ccc(OCc3ccccc3)cc2)S(C)(=O)=O)CC1	-7	3	0.091	8	-1	91	1	-5	5
COc1ccc(C2c3c(n[nH]c3C)CC(C)(O)C2C(C)=O)cc1OC (configuration not stated)	0	-18	-0.9	-7	3	92	1	-5	10
CC(NC(=O)c1cc2ccccc2o1)C(=O)O (configuration not stated)	9	-26	0.33	1	-1	76	1	3	9
Cc1cc(C)n2nc(SCC(=O)c3ccccc3)nc2n1	-8	15	0.6	6	/	90	/	-4	7
CCOC(=O)N1CCC(NC(=O)CN2C(=O)C(CC)Oc3ccc(C)cc32)CC1 (configuration not stated)	-10	-14	1.1	2	-17	91	0.9	-2	13
CCc1nnc(NC(=O)CSc2nnc(C3CCCCC3)n2-c2ccccc2)s1	-5	-2	/	14	-3	103	1	-2	8
Cc1ccc(-n2c(SCC(=O)Nc3ccc4c(c3)OCCO4)nnc2-c2ccco2)cc1	-8	-15	-0.65	-10	2	41	0.9	-2	-4
